# Screening results as filed in PubChem.
# IDE act = activators of human insulin-degrading enzyme in cells; HEK cells, FAbeta-B cleavage, fluorescence polarization; 0% vehicle, 100% cell-free pure enzyme wells; activation, % at 5.96 µM; actives 0.073% (n = 340,000); AID 493087;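 active = activation above the mean of all tested compounds plus 3 SD, set per screening campaign, cut at about 17% in these data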
# Target sequence (P14735 whole entry, looked up): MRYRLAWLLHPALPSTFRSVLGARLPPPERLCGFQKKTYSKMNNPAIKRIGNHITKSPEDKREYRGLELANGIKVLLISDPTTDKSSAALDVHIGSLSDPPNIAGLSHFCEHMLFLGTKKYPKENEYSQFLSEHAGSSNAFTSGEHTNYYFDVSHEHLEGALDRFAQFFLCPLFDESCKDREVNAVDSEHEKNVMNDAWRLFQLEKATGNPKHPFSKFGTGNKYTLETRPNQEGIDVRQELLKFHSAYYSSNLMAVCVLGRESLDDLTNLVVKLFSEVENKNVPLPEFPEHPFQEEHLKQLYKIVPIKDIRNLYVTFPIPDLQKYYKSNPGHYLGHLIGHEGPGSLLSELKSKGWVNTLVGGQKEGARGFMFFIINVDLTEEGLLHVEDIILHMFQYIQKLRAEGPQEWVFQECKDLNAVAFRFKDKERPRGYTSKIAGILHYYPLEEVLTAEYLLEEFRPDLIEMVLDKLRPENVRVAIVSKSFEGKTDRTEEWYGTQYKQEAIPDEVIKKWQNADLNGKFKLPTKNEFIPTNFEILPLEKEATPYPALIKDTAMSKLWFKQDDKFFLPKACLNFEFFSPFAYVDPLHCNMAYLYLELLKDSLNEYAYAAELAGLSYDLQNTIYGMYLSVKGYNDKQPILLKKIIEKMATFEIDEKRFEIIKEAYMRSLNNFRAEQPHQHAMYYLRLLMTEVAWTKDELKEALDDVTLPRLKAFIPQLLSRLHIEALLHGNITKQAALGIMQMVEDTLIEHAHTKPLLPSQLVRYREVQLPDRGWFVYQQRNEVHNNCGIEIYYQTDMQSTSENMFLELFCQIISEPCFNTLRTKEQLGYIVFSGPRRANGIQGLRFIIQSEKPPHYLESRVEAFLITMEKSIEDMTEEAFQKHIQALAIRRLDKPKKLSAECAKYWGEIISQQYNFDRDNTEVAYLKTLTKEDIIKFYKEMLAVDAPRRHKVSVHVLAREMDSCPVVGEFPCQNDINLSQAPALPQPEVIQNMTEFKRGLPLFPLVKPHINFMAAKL
# IDE cell inh = inhibits human insulin-degrading enzyme in HEK cells; inhibition, % at 5.59 µM; FAbetaB cleavage, fluorescence polarization; actives 0.41% (n = 320,000);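 active = percent inhibition above the average of all tested compounds plus 3 SD, set per screening campaign, cut at about 16% in these data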;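 also: IDE supplied by intact live HEK cells; FP after avidin binding of uncleaved biotin substrate so inhibition keeps polarization high; 0% = DMSO wells and 100% = 60 µM reference IDE inhibitor Ii1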
# An asterisk follows results filed as active. A portion of the library (hit frequency here may not be typical).
# Each structure is followed by: IDE act | IDE cell inh
> CCOc1cc(C(=O)N(C)CC(=O)Nc2cccc(F)c2)ccc1OCC(=O)N1CCCCC1
    1 | 5
> O=C(Nc1cc(Cl)ccc1-n1cncn1)c1cccs1
    0 | 1
> O=C(NCC1CCCN1S(=O)(=O)c1cccs1)C(=O)Nc1ccc(F)cc1 (stereo not drawn)
    -1 | 3
> COc1cc(OC)cc(-c2c(-c3cccs3)c3cc(-c4ccc(OC)c(F)c4)ccc3n2C)c1
    -1 | 4
> C[C@]12c3[nH]c4ccccc4c3CCN1C(=O)C(CC(=O)NCCN1CCOCC1)C[C@@H]2C(=O)N1CCOCC1 (stereo partly drawn)
    3 | 1
> Cc1ccc(OCC(=O)NNC(=O)C2CCC2)cc1C
    -2 | -5
> CC1CCC(NC(=O)CCNC(=O)c2ccc(Br)cc2)CC1 (stereo not drawn)
    1 | 0
> O=C(CN1C(=O)c2ccccc2S1(=O)=O)Nc1ccon1
    4 | -4
> C[C@H]1CN([C@@H](C)CO)C(=O)c2cc(NC(=O)C3CCCCC3)ccc2O[C@H]1CN(C)CC1CCCCC1
    2 | 2
> N#CCC(=O)Nc1ccc(C(=O)OCC(=O)N2CCCC2=O)cc1
    1 | 8
> O=C(CCN=C1NS(=O)(=O)c2ccccc21)OCC(=O)c1ccccc1
    4 | -7
> COc1ccc(NC(=O)CSc2nnc(Cc3ccccc3)c(=O)n2N)cc1OC
    0 | 0
> COc1ccccc1C(=O)NCC(=O)NCCCN1CCOCC1
    1 | -6
> COc1cc(/C=C2\Oc3ccc(C#Cc4ccc(O)cc4)cc3C2=O)cc(OC)c1
    3 | -1
> O=C1C=C(c2ccc(F)cc2OCc2ccccc2)C[C@@H](c2ccc(Cl)cc2)C1
    1 | -2
> O=C(CCNC(=O)c1ccc(Cl)cc1)NN1C(=O)NC2(CCCCC2)C1=O
    3 | 0
> Cc1ccc(C(=O)NCC(=O)NCC(c2cccs2)N(C)C)cc1C (stereo not drawn)
    3 | -2
> CN(Cc1c(F)cccc1Cl)C(=O)C1=CC=CN2CCS(=O)(=O)N=C12
    6 | -1
> COc1ccc(NC(=O)Nc2ccc3c(c2)C(=O)N([C@H](C)CO)C[C@H](C)[C@@H](CN(C)C(=O)Nc2ccccc2)O3)cc1
    3 | -3
> CC(=O)c1nn(-c2cccc(C)c2)cc1C(=O)c1cccc(Br)c1
    0 | 8

# Reprinted at random: six entries already listed
# Each structure is followed by: IDE act | IDE cell inh
> CC1CCC(NC(=O)CCNC(=O)c2ccc(Br)cc2)CC1 (stereo not drawn)
    1 | 0
> O=C(CCNC(=O)c1ccc(Cl)cc1)NN1C(=O)NC2(CCCCC2)C1=O
    3 | 0
> COc1ccc(NC(=O)Nc2ccc3c(c2)C(=O)N([C@H](C)CO)C[C@H](C)[C@@H](CN(C)C(=O)Nc2ccccc2)O3)cc1
    3 | -3
> Cc1ccc(OCC(=O)NNC(=O)C2CCC2)cc1C
    -2 | -5
> O=C(CCN=C1NS(=O)(=O)c2ccccc21)OCC(=O)c1ccccc1
    4 | -7
> O=C(NCC1CCCN1S(=O)(=O)c1cccs1)C(=O)Nc1ccc(F)cc1 (stereo not drawn)
    -1 | 3

# Next section
# Each structure is followed by: IDE act | IDE cell inh
> Cc1cccc(C)c1OCC(=O)Nc1cccc(S(=O)(=O)N2CCCC2)c1
    1 | 0
> COc1cc(CC(=O)N(CC(C)C)C2CCS(=O)(=O)C2)cc(OC)c1OC (stereo not drawn)
    0 | 2
> Cc1ccc(N2C3=C(C(=O)CC(C)(C)C3)C(c3cn(C)nc3C)C3=C2CC(C)(C)CC3=O)cc1
    -4 | -4
> COCCn1ccc2c(OCC(=O)Nc3ccccc3OC)cccc2c1=O
    0 | 5
> Cc1ccc(S(=O)(=O)N2CCC(C(=O)OCC(=O)N(CCC#N)c3ccc(F)cc3)CC2)cc1C
    4 | 0
> Cc1ccc(NC(=O)CN(C)C(=O)c2ccc(Sc3nncn3C)c([N+](=O)[O-])c2)cc1
    0 | 0
> CC(NC(=O)COc1ccccc1)C(=O)N1CCN(c2ccc(F)cc2)CC1 (stereo not drawn)
    4 | 2
> CCN(CC(=O)Nc1c(F)cccc1F)C(=O)CCCNC(=O)c1ccc(Cl)cc1
    -2 | 9
> CCCCC(CC)COC(=O)C(C#N)=C(c1ccccc1)c1ccccc1 (stereo not drawn)
    7 | 0
> CC(NC(=O)c1cc(S(=O)(=O)N2CCOCC2)ccc1N1CCCC1)c1ccc(Cl)c(Cl)c1 (stereo not drawn)
    2 | 2
> CCO[C@@H]1c2c(ccc3ccc(=O)oc23)OC(C)(C)[C@@H]1O
    3 | 1
> O=C(COC(=O)c1cnc(Cl)c(Cl)c1)NC1CCCCCC1
    -1 | 5
> CC1CCN(C(=O)COC(=O)COc2ccccc2C#N)CC1
    5 | -6
> O=C(CCNC(=O)c1ccc(Cl)cc1)NCC(c1ccco1)N1CCCCC1 (stereo not drawn)
    1 | -3
> COC(=O)[C@]1(C)N[C@H](c2ccc(-c3cccc(Cl)c3)cc2)[C@@H]2C(=O)N(C)C(=O)[C@@H]21
    2 | 1
> CC(C)(C)OC(=O)N1CCN(C(=O)c2nc[nH]c2C(=O)N2CCN(C(=O)OC(C)(C)C)CC2)CC1
    1 | -2
> C#CCOCCOCCOCCNc1nc(N2CCN(C(=O)[C@H](CCC(=O)O)n3cc([C@@H](N)[C@H](C)CC)nn3)CC2)nc(N2CCN(C(=O)[C@H](CCCCN)n3cc([C@@H](N)CC(N)=O)nn3)CC2)n1
    3 | 1
> COc1ccc(N2CCN(S(=O)(=O)CCNC(=O)/C=C/c3ccc4c(c3)OCO4)CC2)cc1
    4 | -4
> COc1ccc(F)cc1CN1CCN(CC(=O)Nc2ccccc2C(=O)NC2CC2)CC1
    3 | 2
> CC1CCCCC12NC(=O)N(CC(=O)NNC(=O)c1ccc(Br)cc1)C2=O (stereo not drawn)
    3 | 4
> CCN1C(=NCCCOC(C)C)N[C@@H](CCc2ccccc2)[C@H](C(=O)NCCCOC(C)C)[C@H]1C
    10 | 5
> COc1ccc(CCNC(=O)c2cccnc2Cl)cc1OC
    -4 | 0
> CC1CCCC(NC(=O)COC(=O)/C=C/c2ccco2)C1C (stereo not drawn)
    3 | -2
> CCOc1ccc(-c2cccc(NS(=O)(=O)c3cc([N+](=O)[O-])ccc3C)c2)nn1
    2 | 2
> Cc1noc(C)c1NC(=O)Nc1ccc2c(c1)C(=O)N([C@H](C)CO)C[C@H](C)[C@@H](CN(C)S(=O)(=O)c1ccc(F)cc1)O2
    -2 | 11
> O=C(OCC(=O)N1CCN(C(=O)c2ccco2)CC1)c1c(Cl)cccc1Cl
    2 | 2
> O=C(CSc1nc(C(F)(F)F)cc(=O)[nH]1)N1CCC(Cc2ccccc2)CC1
    -2 | -2
> O=C(Nc1cccc(-c2ccc(N3CCOCC3)nn2)c1)c1ccc(Cl)cc1
    -1 | -2
> COc1cc(OC)cc(-c2cc3ccccc3c(=O)o2)c1
    -3 | 5
> CSCCC(NC(=O)c1ccc([N+](=O)[O-])cc1Cl)C(=O)OCC(=O)N1CCN(C(C)=O)CC1 (stereo not drawn)
    -4 | 1
> O=C(COC(=O)CCS(=O)(=O)c1ccccc1)Nc1ccccc1
    4 | -4
> N#CCC(=O)Nc1ccc(C(=O)OCC(=O)N2CCN(C(=O)c3ccco3)CC2)cc1
    5 | 0
> CC(C)Cn1c(SCC(=O)Nc2cc(Cl)c(Cl)cc2Cl)nc(O)cc1=O
    4 | 3
> O=C(COc1ccccc1)NC1CCSc2ccccc21 (stereo not drawn)
    0 | 2
> CCN(CC)S(=O)(=O)c1cc(NC(=O)COC(=O)C2CCC2)ccc1C
    4 | 0
> CCCCn1c(N)c(N(CCOC)C(=O)COC(=O)COc2cc(C)ccc2Cl)c(=O)[nH]c1=O
    0 | 2
> O=c1cc(CO)oc2ccccc12
    4 | 5
> O=C(COC(=O)c1cccc(-n2cnnn2)c1)c1ccc(F)cc1
    -1 | 4
> CC(OC(=O)CC1CC2CCC1C2)C(=O)Nc1ccc(C(N)=O)cc1 (stereo not drawn)
    3 | 1
> CC(NC(=O)c1cc(S(=O)(=O)N2CCCC2)ccc1Cl)c1ccccn1 (stereo not drawn)
    -4 | -3
> O=C(Cc1c(F)cccc1Cl)N1CCN(S(=O)(=O)c2cccc(F)c2)CC1
    5 | 8
> COc1cccc(CNC(=O)COc2cccc3c2OC(C)(C)C3)c1
    8 | -1
> COc1ccc(C(=O)NCCc2c[nH]c3ccccc23)cc1S(=O)(=O)N1CCCCC1C (stereo not drawn)
    1 | 0
> Cc1cccc(NC(=O)c2nc[nH]c2C(=O)NCCCCCNC(=O)OC(C)(C)C)c1
    -1 | 1
> O=C(Nc1ccccc1N1CCCC1)c1cccc(S(=O)(=O)N2CCOCC2)c1
    -1 | -3
> COc1ccc(OC)c(CN2CCN(C(=O)c3cccc(S(=O)(=O)Nc4ccc(C)cc4)c3)CC2)c1
    1 | -2
> CCc1ccc(-c2nc(SCC(=O)c3c(N)n(C)c(=O)n(C)c3=O)n[nH]2)cc1
    3 | 5
> Cc1cc(OCC(=O)N(C)c2c(N)n(Cc3ccccc3)c(=O)[nH]c2=O)c(C(C)C)cc1Cl
    3 | 2
> CCc1cc(C(=O)Nc2ccccc2N2CCOCC2)sc1C
    3 | 7
> Cc1c(NC(=S)NC(=O)c2ccccc2)c(=O)n(-c2ccccc2)n1C
    5 | 5
> O=C(O)c1ccccc1N=N/C(=N/Nc1cc(S(=O)(=O)O)ccc1O)c1ccccc1
    11 | -6
> Cc1ccccc1N1CC(C(=O)N2CC(C)CC(C)C2)CC1=O (stereo not drawn)
    -1 | 5
> Cc1ccc(S(=O)(=O)Nc2cccc(C(=O)NCC(c3ccco3)N3CCCCC3)c2)cc1F (stereo not drawn)
    -2 | 2
> Cc1cc(C)n2nc(SCC(=O)N3CCN(c4ccc(F)cc4)CC3)nc2n1
    4 | 3
> CC(C)CN(C(=O)c1ccc([N+](=O)[O-])s1)c1c(N)n(Cc2ccccc2)c(=O)[nH]c1=O
    4 | -1
> COc1ccc(OC)c(/C=C/C(=O)c2ccc3c(c2)OCO3)c1
    -1 | -7
> CCOC(=O)c1ccccc1NC(=O)COC(=O)CCC(=O)c1ccc(C)cc1
    -5 | -2
> CCOc1cc(C(=O)OCc2ccc([N+](=O)[O-])cc2)ccc1OCC(=O)N1CCOCC1
    5 | -1
> CCN1C[C@@H]2[C@@H]3C(=O)N(Cc4ccccc4)C(=O)[C@@H]3[C@](CC)(C1=O)N2C(=O)c1ccc(C(F)(F)F)cc1
    5 | -2
> Cc1ccc(C(C)C)c(OCC(=O)NNCC(=O)Nc2cccc(F)c2)c1
    -1 | -1

# Remaining list, next part:
# Each structure is followed by: IDE act | IDE cell inh
> CN(CC(=O)Nc1cccc(F)c1)C(=O)c1ccc(N2C(=O)c3ccccc3C2=O)cc1
    5 | 0
> CCCCn1nc(C(=O)NCc2ccccc2CN2CCCC2)c2ccccc2c1=O
    3 | 0
> CCN(CC)CCCn1c2c(c(SCC(=O)Nc3ccc(OC(F)(F)F)cc3)nc1=O)CCC2
    2 | 2
> O=C(COC(=O)c1ccc(Cl)cc1[N+](=O)[O-])NCc1ccco1
    2 | -5
> CCOC(=O)c1c(NC(=O)COC(=O)Cc2c[nH]c3ccccc23)sc(C(=O)N(C)C)c1C
    3 | -1
> Cc1cc(C)c(OCC(=O)OCC(=O)N(C)C2CCS(=O)(=O)C2)c(C)c1 (stereo not drawn)
    6 | 4
> CCc1nnc(NC(=O)CN2C(=O)NC3(CCCC3)C2=O)s1
    -3 | 1
> CCOC(=O)c1sc2nc(C)nc(N3CCN(S(=O)(=O)c4ccccc4)CC3)c2c1C
    2 | 1
> Nc1nc(SCC(=O)Nc2ccc(Cl)c([N+](=O)[O-])c2)n[nH]1
    1 | -1
> CN(Cc1c(F)cccc1Cl)C(=O)c1ccc(NC(=O)CC2SC(N3CCCCC3)=NC2=O)cc1 (stereo not drawn)
    1 | 7
> CCOc1ccccc1NC(=O)C1CCCCN1S(=O)(=O)c1ccccc1 (stereo not drawn)
    -4 | 5
> CN(CC(=O)Nc1ccccc1Br)C(=O)CN1CCN(Cc2cccc(Cl)c2)CC1
    4 | 2
> COc1cc(OC)c(C(=O)Nc2ccc(S(=O)(=O)N3CCCCC3)cc2)cc1OC
    -3 | -4
> O=C(NCC(=O)N1CCN(C(=O)c2ccccc2)CC1)c1ccccc1
    5 | 0
> Cc1noc(C)c1C(=O)OC(C)C(=O)Nc1ccc(C(N)=O)cc1 (stereo not drawn)
    4 | 1
> O=C(NCc1ccco1)C1CCN(C(=O)c2ccc(Cl)cc2)CC1
    4 | -1
> Cn1c(N)c(C(=O)COC(=O)c2cc(S(=O)(=O)N3CCOCC3)ccc2F)c(=O)n(C)c1=O
    6 | 8
> C[C@@H]1COC(=O)[C@@H](CC(=O)OC(C)(C)C)C/C=C\C[C@@H](CC(=O)N[C@@H](CO)Cc2ccccc2)C(=O)N1
    2 | -2
> O=C1C=C(c2ccc(-c3ccccc3)c(F)c2)C[C@@H](c2ccc3c(c2)OCO3)C1
    -1 | 6
> CCCCn1c(N)c(N(CCOC)C(=O)CCCc2nc3ccccc3s2)c(=O)[nH]c1=O
    2 | -3
> COc1ccc(OCCCC(=O)N(C)CC(=O)Nc2c(C)cccc2C)cc1
    1 | 8
> C=CC[C@H](CC(=O)NCCO)C(=O)N[C@@H](COC(=O)[C@@H](CC=C)CC(=O)OC(C)(C)C)Cc1c[nH]c2ccccc12
    4 | -2
> O=C(COC(=O)c1ccccc1SCC(=O)N1CCCC1)NCc1ccccc1
    5 | 2
> O=C(COC(=O)c1ccc2ccccc2c1O)NCc1ccccc1
    0 | 7
> CCCCCc1cc(=O)c2ccccc2o1
    -3 | 4
> COC(=O)c1ccccc1NC(=O)c1cc[n+](C)cc1
    7 | -8
> CCOC(=O)C1CCCN(C(=O)c2cccc(S(=O)(=O)N3CCCC3)c2)C1 (stereo not drawn)
    1 | 4
> COc1ccc(OCCOC(=O)c2ccc(F)c(S(=O)(=O)N3CCOCC3)c2)cc1
    5 | -2
